Source: PubChem BioAssay (Southern Research Specialized Biocontainment Screening Center)
VEEV TC-83 Vero – inhibitors of VEEV TC-83 cytopathic effect, confirmation, Vero cells (AID 588727) | Vero cells, VEEV TC-83 cytopathic effect inhibition; higher % means a stronger effect | inhibition, % at 20 µM, or IC50 in µM where a hit was titrated | 350,000 compounds, 0.13% hits; in the data active means a potency from the dose series; inconclusive means inhibition mostly from about 14% at the one dose, without a potency; inactive means the rest, 99 in 100 with inhibition below about 12%; further: strong numbers were not always called active
M. tuberculosis HTS – M. tuberculosis growth inhibition, HTS (AID 449762); M. tuberculosis H37Rv growth inhibition, 7H9 media; higher % means a stronger effect; inhibition, % at 25 µM; hits with a dose series show IC50 in µM; 330,000 compounds, 0.59% hits; in the data active means a potency from the dose series; inconclusive means inhibition above about 70% without an active follow-up result;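 further: bacterial growth assessed after seven days of incubation; strong numbers were not always called active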
Salmonella PhoP GFP – PhoP regulon inhibitors, Salmonella typhi PhoP promoter GFP reporter, confirmatory (AID 1850) | Salmonella Typhi PhoP-promoter GFP reporter, fluorescence, 4 h; higher % means a stronger effect | one-dose inhibition, % at 50 µM; IC50 in µM for titrated hits | 310,000 compounds, 0.33% hits; in the data active means a potency from the dose series; inconclusive means inhibition mostly from about 25% at the one dose, without a potency; inactive means the rest, 99 in 100 with inhibition below about 19%;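 further: 0% = induced wells with vehicle and 100% = uninduced wells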
influenza NS1A – NS1A inhibition, H1N1 influenza, cell based functional assay (AID 504329); one-dose inhibition, % at 12.5 µM; IC50 in µM for titrated hits; NS1A functional cell-based assay, percent inhibition; higher % means a stronger effect; 340,000 compounds, 0.3% hits; in the data active means a potency from the dose series; inconclusive means inhibition above about 27% without an active follow-up result; further: strong numbers were not always called active
M. tuberculosis – growth inhibition of non-replicating M. tuberculosis (AID 488890) | inhibition, % at 25 µM, or IC50 in µM where a hit was titrated | Mycobacterium tuberculosis non-replicating, growth inhibition; higher % means a stronger effect | 320,000 compounds, 0.39% hits; in the data active means a potency from the dose series; inconclusive means inhibition mostly from about 82% at the one dose, without a potency; inactive means the rest, 99 in 100 with inhibition below about 76%;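 further: plate controls were DMSO cells for no effect and high antibiotic wells for full effect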
VEEV TC-83 Vero 10K pilot screen – recorded beside VEEV TC-83 Vero, whose call it bears; inhibition, %; measured here: 10K pilot screen inhibition
* hit, by the source's call; i = inactive; ? = inconclusive; / = not tested or not shown.

SMILES	VEEV TC-83 Vero	M. tuberculosis HTS	Salmonella PhoP GFP	influenza NS1A	M. tuberculosis	others
COC(=O)c1c(NC(=O)C2CC2)sc(C(=O)Nc2ccccc2)c1C	12%	8%	5%	-1%	10%
Cc1ccc(N2C(=O)N(CC(=O)Nc3c(C)cc(C)cc3Cl)C(=O)C2C)cc1 (stereo unspecified)	1.5%	-4%	-4%	-2%	16%
CNC(=O)COC(=O)[C@@H](Nc1ccc(S(=O)(=O)N2CCOCC2)cc1[N+](=O)[O-])C(C)C	i	-1%	-2%	-2%	-9%
CCn1c(C)nc2cc(C(=O)NN=Cc3ccccc3OC(F)F)ccc21	0.7%	-10%	/	-6%	7%
Cc1ccc(C2CC(=O)NC3=C2C(=O)CCC3)cc1Br (stereo unspecified)	0.2%	-8%	-7%	-1%	5%
CN=C(Cc1ccccc1)C1=C(O)CC(C)(C)CC1=O	2.9%	6%	-12%	-13%	11%
Cc1nn(-c2ccccc2)c(Cl)c1/C=N/NC(=O)CNC(=O)c1ccccc1Cl	8.2%	5%	0%	-2%	33%
CC(C)N(C)C(=O)c1ccc(OC2CCN(CCc3ccccc3)CC2)cc1	i	6%	21%	1%	3%
COc1ccc(C(=O)O)cc1S(=O)(=O)N(C)CCc1cccnc1	0.0%	3%	-1%	16%	-7%
COc1ccc([N+](=O)[O-])cc1NC(=O)CSc1nc(C)c(C)c(C)n1	0.7%	-1%	0%	-7%	-9%

Continued, starting with the last two of the part before.
SMILES	VEEV TC-83 Vero	M. tuberculosis HTS	Salmonella PhoP GFP	influenza NS1A	M. tuberculosis	others
COc1ccc(C(=O)O)cc1S(=O)(=O)N(C)CCc1cccnc1	0.0%	3%	-1%	16%	-7%
COc1ccc([N+](=O)[O-])cc1NC(=O)CSc1nc(C)c(C)c(C)n1	0.7%	-1%	0%	-7%	-9%
COc1ccc(CNc2nc(-c3ccccc3)nn2C(=O)c2cccs2)cc1	3.7%	2%	-1%	-7%	-8%
CCn1c(-c2cc3c(C(F)(F)F)nn(C)c3s2)n[nH]c1=S	0.7%	-2%	-3%	-2%	1%
CC(=O)Nc1ccc(NC(=O)CSc2nc3c(=O)n(C)c(=O)n(C)c3n2C)cc1	0.5%	/	/	1%	/
CCCCCn1c(CN2CCN(C(=O)OCC)CC2)nc2c1c(=O)[nH]c(=O)n2C	1.8%	2%	4%	9%	2%
Cc1ccn2c(=O)nc(SCC(=O)NC3CCCC3)nc2c1	i	-2%	-3%	3%	12%
NC(=O)C1CCCN(C(=O)c2ccc(Cl)c(S(=O)(=O)N3CCc4ccccc43)c2)C1 (stereo unspecified)	1.9%	/	/	8%	/
COc1cccc(S(=O)(=O)Nc2cccc(C(=O)N3CCOCC3)c2)c1	2.8%	-7%	-5%	-1%	-2%
COc1ccc(CCNC(=O)c2ccc(=O)[nH]c2)cc1	i	-5%	6%	-2%	-8%
CCOC(=O)c1ccc(N2C(=O)CC(N3CCCC(C)C3)C2=O)cc1 (stereo unspecified)	i	-6%	5%	-4%	-6%
O=c1[nH]c(O)c(/C=C2\C=Nc3ccc(OCc4ccccc4)cc32)c(=O)[nH]1	0.5%	6%	-33%	2%	55%
O=C(CNC(=S)NC(=O)c1ccccc1)c1ccccc1	4.6%	3%	3%	-3%	?
O=C(Nc1ccccn1)c1ccc(Cl)s1	4.1%	1%	-6%	-12%	62%
CN1CCN(NC(=O)c2cc(S(=O)(=O)Nc3ccc(Cl)cc3)ccc2Cl)CC1	0.3%	-2%	7%	10%	-13%
CCSc1nc2c(sc3ccccc32)c(=O)n1C(C)C	1.5%	0%	-11%	-2%	11%
CN(Cc1cn(C)nc1-c1cccc(Cl)c1)C1CCOCC1	1.2%	3%	-7%	-18%	12%
c1cc(CNC2=NCCCCC2)ccn1	5.7%	-1%	-1%	13%	-4%
NC(N)=Nc1nc2ccc(Cl)cc2c(=O)[nH]1	1.9%	1%	-1%	4%	-5%
N#CCSc1nn(-c2ccc(F)cc2)c(=S)s1	0.6%	10%	-2%	0%	2%
COC1(c2ccccc2)NC(=S)NN=C1c1ccccc1 (stereo unspecified)	4.7%	-3%	23%	-3%	-7%
CCOc1cccc(NC(=O)C2CC(=O)N(C)C(=Nc3ccccc3)S2)c1 (stereo unspecified)	6.3%	5%	3%	-5%	5%
CC(CNC(=O)CCC(=O)N1CCOc2ccccc21)c1ccccc1 (stereo unspecified)	1.4%	-16%	-7%	-7%	-9%
N=c1n(CCN2CCOCC2)c2ccccc2n1CC(=O)c1ccc(Cl)c(Cl)c1	i	14%	21%	2%	30%
COC(=O)c1cc2c(C(F)(F)F)nn(C)c2s1	1.3%	-8%	-3%	/	-9%
Cc1ccc(S(=O)(=O)N2[C@@H](c3ccc4c(c3)OCO4)C(C(=O)O)=C[C@H]2C(C)(C)C)cc1	i	6%	/	-9%	42%
COc1ccc(-c2nnc(SC(C)C(=O)Nc3ccc4c(c3)OCCO4)o2)cc1 (stereo unspecified)	6.6%	-4%	6%	-3%	4%
NC(=O)CN(C/C=C/c1ccccc1)C/C=C/c1ccccc1	0.6%	5%	-6%	-7%	33%
CCc1cccc(CC)c1N(COC)C(=O)Cn1cnc2ccccc21	1.0%	1%	2%	/	11%
COc1ccc(C(C(=O)NC2CCCCC2)N(C(=O)c2ccco2)c2ccccc2C(C)=O)cc1 (stereo unspecified)	2.7%	8%	-2%	6%	-3%
Cc1cc([N+](=O)[O-])ccc1N=Nc1c(N)[nH]n(-c2ccccc2)c1=O	0.8%	5%	3%	2%	-9%
CNC(=O)C1=C(C)NC(=S)NC1c1cccs1 (stereo unspecified)	0.6%	-6%	5%	11%	4%	VEEV TC-83 Vero 10K pilot screen=0.9
COc1cc([N+](=O)[O-])ccc1NC(=S)Nc1cccc(C(=O)O)c1	0.4%	10%	-4%	0%	-6%	VEEV TC-83 Vero 10K pilot screen=0.7
NC(=O)C1CCN(C(=O)CN(C2CCCCC2)S(=O)(=O)c2ccc(F)cc2)CC1	1.4%	4%	3%	-9%	-2%
c1ccc(C2(CNc3ccccn3)CCCC2)cc1	0.7%	3%	22%	4%	23%
CC1CCCC(C)N1CC(C)(C)NS(=O)(=O)c1ccc(Cl)cc1 (stereo unspecified)	i	9%	3%	-9%	14%
CCC(=O)Nc1cccc(NC(=O)c2cccc([N+](=O)[O-])c2)c1	1.6%	2%	-4%	-21%	5%
CN(CC(=O)Nc1ccc(F)c(F)c1F)C(=O)c1ccc(N2CCCC2=O)cc1	1.6%	2%	/	-3%	5%
COc1ccc(CCNC(=O)[C@@H]2C[C@H]2c2ccccc2)cc1OC	1.7%	-1%	-8%	1%	3%
CCn1nnc2cc(C(=O)Nc3cc(OC)cc(OC)c3)ccc21	9.2%	12%	0%	0%	-7%
CSc1ncccc1C(=O)NC1CC(C)(C)Cc2c1cnn2-c1ccccc1C (stereo unspecified)	10%	-4%	-12%	-8%	9%
Cc1cc(C)nc(NS(=O)(=O)c2ccc(NC(=O)CCC3COc4ccccc4O3)cc2)n1 (stereo unspecified)	0.9%	-8%	-3%	-2%	31%
COCCNC(=O)CCC(=O)NNc1nc2ccccc2c2nc(C)nn12	i	10%	-4%	10%	14%
Cn1c(N)c(S(=O)(=O)N2CCCC2)c(=O)n(C)c1=O	2.1%	-4%	1%	-10%	-10%
CC(C)c1ccc(NC(=O)c2ccc3c(c2)C(=O)N(Cc2cccnc2)C3=O)cc1	1.8%	-10%	-4%	-13%	7%
Cc1sc2ncnc(N3CCCCC3C)c2c1C (stereo unspecified)	3.1%	4%	-8%	10%	/
CCC1CCCCN1C(=O)CNCC1CCCO1 (stereo unspecified)	0.3%	-11%	5%	-8%	1%
COc1ccc(S(=O)(=O)NCC2CCCN(C(=O)c3sccc3C)C2)cc1 (stereo unspecified)	0.5%	-8%	6%	-25%	0%
COc1ccnc(Oc2ccccc2)c1C(=O)N/C=N/OCc1ccccc1	2.2%	2%	12%	-2%	1%
CCN(C[C@H]1N[C@@](C)(C(=O)OC)[C@H]2C(=O)N(C)C(=O)[C@@H]12)S(=O)(=O)c1ccccc1	1.3%	-1%	/	20%	-9%
O=C(NC1CC1)C1=C[C@H](C2CCCCC2)C[C@H](OCc2ccc(CO)cc2)O1	5.2%	8%	10%	8%	11%
Cc1cc(S(=O)(=O)Nc2ccc(C(=O)NCC3(N(C)C)CCCCC3)cc2)ccc1F	1.6%	-4%	-1%	-14%	1%

(list continues)
SMILES	VEEV TC-83 Vero	M. tuberculosis HTS	Salmonella PhoP GFP	influenza NS1A	M. tuberculosis	others
COc1ccccc1N(CC(=O)NCc1ccccc1)C(=O)CCC(=O)Nc1cc(C)ccn1	2.0%	-1%	2%	4%	3%
Cc1ccc(NC(=S)N(CCCN2CCN(C)CC2)Cc2cccs2)cc1C	0.2%	2%	-4%	6%	21%
O=C(CSc1nnc(CNC(=O)c2cccs2)o1)NC1CCCC1	0.3%	0%	8%	14%	31%
CC(=O)c1c(C)nc(-c2ccccc2)n1O	i	-17%	-2%	-2%	11%	VEEV TC-83 Vero 10K pilot screen=0.8
Cc1ccc(NC(=O)Cn2c(=O)oc3cc(S(=O)(=O)N4CCC(C)CC4)ccc32)cc1C	7.5%	-14%	-12%	-1%	/
O=S(=O)(Cc1ccccc1)NCCc1ccc(F)cc1	0.3%	-2%	-2%	-23%	40%
CCN(CC)CC(=O)NCc1cc(-c2ccc(OC)cc2)no1	0.8%	-2%	7%	-1%	-4%
O=C(NCC1CC1)c1onc(CSc2nc3ccccc3[nH]2)c1C(=O)NCC1CC1	1.2%	8%	-8%	0%	12%
COc1ccc(C(=O)NCCS(=O)(=O)N2CCN(C(=O)c3ccco3)CC2)cc1	1.7%	-6%	4%	-5%	-20%
CCOC(=O)CCc1c(C)nc2ncnn2c1C	1.9%	-10%	-4%	-2%	4%
O=C(Cn1cc(C(F)(F)F)ccc1=O)N/N=C/c1ccc(Cl)cc1	2.0%	-9%	-19%	-6%	-32%
O=C(CCc1nc2ccccc2c(=O)[nH]1)Nc1ccc(F)c([N+](=O)[O-])c1	1.5%	5%	-21%	0%	-3%
COc1ccccc1N1CCN(C(=O)C(Cc2ccccc2)NC(=O)C2CCCCC2)CC1 (stereo unspecified)	1.8%	3%	15%	3%	33%
C=CC[C@H](CC(=O)NCCO)C(=O)N[C@@H](C)COC(=O)[C@H](CC=C)CC(=O)OC(C)(C)C	0.9%	3%	/	-2%	-5%
CCOC(=O)N1CCC(NC(=O)CCCN2C(=O)CSc3ncccc32)CC1	1.5%	-2%	3%	5%	-14%
COc1ccc(OCCn2cc(/C=N/NC(=O)c3ccncc3)c3ccccc32)cc1	1.6%	?	-5%	6%	62%
COc1cccc(Sc2ccccc2CN(C)C)c1	0.9%	-3%	12%	-2%	-1%
O=C1c2ccccc2NC(c2ccccn2)N1NS(=O)(=O)c1ccccc1 (stereo unspecified)	1.4%	-3%	-4%	-16%	-3%

Among those listed so far, these have a thiophene ring, fused or not.
SMILES	VEEV TC-83 Vero	M. tuberculosis HTS	Salmonella PhoP GFP	influenza NS1A	M. tuberculosis	others
COC(=O)c1c(NC(=O)C2CC2)sc(C(=O)Nc2ccccc2)c1C	12%	8%	5%	-1%	10%
COc1ccc(CNc2nc(-c3ccccc3)nn2C(=O)c2cccs2)cc1	3.7%	2%	-1%	-7%	-8%
CCn1c(-c2cc3c(C(F)(F)F)nn(C)c3s2)n[nH]c1=S	0.7%	-2%	-3%	-2%	1%
O=C(Nc1ccccn1)c1ccc(Cl)s1	4.1%	1%	-6%	-12%	62%
CCSc1nc2c(sc3ccccc32)c(=O)n1C(C)C	1.5%	0%	-11%	-2%	11%
COC(=O)c1cc2c(C(F)(F)F)nn(C)c2s1	1.3%	-8%	-3%	/	-9%
CNC(=O)C1=C(C)NC(=S)NC1c1cccs1 (stereo unspecified)	0.6%	-6%	5%	11%	4%	VEEV TC-83 Vero 10K pilot screen=0.9
Cc1sc2ncnc(N3CCCCC3C)c2c1C (stereo unspecified)	3.1%	4%	-8%	10%	/
COc1ccc(S(=O)(=O)NCC2CCCN(C(=O)c3sccc3C)C2)cc1 (stereo unspecified)	0.5%	-8%	6%	-25%	0%
Cc1ccc(NC(=S)N(CCCN2CCN(C)CC2)Cc2cccs2)cc1C	0.2%	2%	-4%	6%	21%
O=C(CSc1nnc(CNC(=O)c2cccs2)o1)NC1CCCC1	0.3%	0%	8%	14%	31%
